Mito fusion yeast – mitochondrial division inhibition or fusion activation. 320,000 compounds, 0.23% hits. AID 485298. Potency, µM (doses to about 46.1 µM), without a hit: at the highest dose growth rescue (activation), usual class: activators. S. cerevisiae fusion-defective mutant growth rescue, CellTiterGlo 48 h;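 also: potency is read from the fitted curve at half-maximal effect; % of control where 0% means no effect; nearly all actives have a fitted effect of over 45% in size; temperature-sensitive fusion mutants such as fzo1-1 at 37 °C on non-fermentable ethanol glycerol medium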
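Luminescent cell viability in 1536-well qHTS format served as the measure of rescued growth in ts fusion-mutant S. cerevisiae cultured on non-fermentable YPEG for 48 hours at 37C.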
TCR activator – activates T cell receptor signaling. AID 504894. 330,000 tested, under 10 active. primary human leukocytes, anti-CD3, IL-2 HTRF, 48 h. Potency, µM (highest dose often 9.22 µM), without a hit: top-dose activation of IL-2 secretion, usual class: activators; also: % of control where 0% means no effect
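HTRF read-out of IL-2 secretion: europium cryptate donor excited at 320nm, d2 acceptor emission at 665nm. Cells were primary human leukocytes incubated 48 hr with compounds and a-CD3 beads, supplying TCR signal only.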
Tb PFK block – T. brucei PFK enzyme inhibition; O15648; AID 485367; 330,000 compounds, 0.17% hits; Potency, µM (highest dose often 57.5 µM), for inactives: top-dose activity, negative = inhibition, most hits filed as inhibitors; T. brucei PFK, ADP-Glo luminescence;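 also: potency is read from the fitted curve at half-maximal effect; 0% = uninhibited 1x PFK enzyme wells and -100% = no-enzyme wells; nearly all actives have a fitted effect of over 60% in size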
Target sequence (O15648 whole entry, looked up): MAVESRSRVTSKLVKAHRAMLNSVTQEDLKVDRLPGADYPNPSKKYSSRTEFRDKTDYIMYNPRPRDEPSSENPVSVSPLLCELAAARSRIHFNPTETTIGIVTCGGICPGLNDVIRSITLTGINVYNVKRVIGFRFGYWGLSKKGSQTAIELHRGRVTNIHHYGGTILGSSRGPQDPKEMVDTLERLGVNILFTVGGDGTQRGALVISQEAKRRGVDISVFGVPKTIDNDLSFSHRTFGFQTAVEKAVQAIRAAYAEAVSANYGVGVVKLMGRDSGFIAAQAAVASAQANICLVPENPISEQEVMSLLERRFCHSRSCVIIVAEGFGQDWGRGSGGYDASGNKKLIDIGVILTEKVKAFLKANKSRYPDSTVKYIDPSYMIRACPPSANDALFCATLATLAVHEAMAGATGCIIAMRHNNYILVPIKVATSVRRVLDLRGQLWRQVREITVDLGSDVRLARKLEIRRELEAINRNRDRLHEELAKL
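PFK 1.25 nM, F6P 0.5 mM, ATP 0.1 mM, 0.1 M TEA pH 8.0, 5 mM MgCl2, 0.01% Tween20, 0.1% BSA; 45 min RT. ADP-Glo readout. qHTS titration up to 57 uM; curves fitted, compounds curve-classed.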
ELG1 repair inh – ELG1-dependent DNA repair inhibition; Potency, µM (top dose mostly 46.1 µM), inactives show at the highest dose activity change, negative = inhibition, usual class: inhibitors; HEK293T ELG1-luciferase reporter, luminescence, 16 h; DNA damage induced by 5-fluorouridine; 330,000 compounds, 2.3% hits; also: potency is read from the fitted curve at half-maximal effect; % is scaled to controls: 0 for no effect and ±100 for the full control effect; nearly all actives have a fitted effect of over 55% in size
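Cells (2,000 per well) received 5-fluorouridine plus test compound or DMSO and were incubated 16 hr at 37 °C, 5% CO2. Luciferase activity was read by luminescence 30 min after ONE-Glo addition; signal suppression marked inhibition of damage-induced ELG1 function.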
A-T KAP1 phos – potential ataxia-telangiectasia treatment. Potency, µM (doses to about 57.5 µM), without a hit: at the top dose activation, actives largely listed as activators. 320,000 compounds, 0.19% hits. […] A-T fibroblasts, KAP-1 phosphorylation AlphaLISA; neocarzinostatin DNA damage 30 min before lysis; also: potency is read from the fitted curve at half-maximal effect; % of control where 0% means no effect; nearly all actives have a fitted effect of over 45% in size
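hTERT-immortalized A-T patient fibroblasts ([…]), 500 cells/well in OPTI-MEM, 1% FBS, got compounds for 60 min, then NCS for 30 min at 37C. Lysates were then assayed for phospho-KAP-1 by AlphaLISA (anti-pKAP1 donor, anti-KAP1 acceptor beads), 6 hr at 25C.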
Eya2 phos inh – Eya2 (human) phosphatase inhibition | Potency, µM (series often up to 76.9 µM), inactives show at the highest dose activity, negative = inhibition, usual class: inhibitors | AID 488837 | O00167 | 330,000 compounds, 0.006% hits | recombinant Eya2, OMFP fluorescence dephosphorylation (OMFP is methylfluorescein phosphate); also: potency is read from the fitted curve at half-maximal effect; % is scaled to controls: 0 for no effect and ±100 for the full control effect
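Eya2 (0.2 uM) preincubated 10 min at ambient with compound, then OMFP substrate added at 50 uM; 10 min reaction in 50 mM HEPES pH 7.5, 50 mM NaCl, 5 uM MgCl2, 0.05% BSA, 1 mM DTT. Fluorescence read at Ex 485/Em 525 nm.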
a7 integrin act – integrin-mediated muscular dystrophy alleviation activation. alpha7betagal myoblasts, beta-gal FDG fluorescence, 48 h. Potency, µM (doses to about 38.3 µM), for inactives: at the highest dose activation, hits mostly activators. 350,000 compounds, 0.064% hits. AID 624291;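 also: potency is read from the fitted curve at half-maximal effect; 100% = response of the positive control SU9516; nearly all actives have a fitted effect of over 60% in size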
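alpha7betagal+/- myoblasts (passage 13, 250/well) treated 48 h at 37C with compounds at 1:260 dilution of DMSO stock. Lysed, then beta-galactosidase activity read as FDG fluorescence (ex 480/em 540) after 30 min, with pre-read for autofluorescence.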
BCR signal inh – chronic active BCR signaling inhibition | ABC-DLBCL IkBa-CBG/CBR reporter, luminescence ratio, 4 h | Potency, µM (titrated, usually from 46.1 µM), inactives show top-dose ratio change, negative = lower green/red ratio, most hits filed as inhibitors | 340,000 compounds, 0.05% hits | AID 493014; active = well fitted inhibition curve with a large enough effect in the signal ratio, with a control signal flat, not every such curve was filed as active; inconclusive = small, poorly fitted or top-dose-only effect, or effect the other way, or a change in a side signal; the % refers to the signal ratio;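 also: potency is read from the fitted curve at half-maximal effect; plate controls were basal doxycycline-induced cells for no effect and cells given 10 µM MG132 for full effect; MG132 reads +100%, hits lower the ratio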
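TMD8 ABC-DLBCL cells carrying doxycycline-inducible green luciferase fused to IkappaBalpha plus unfused red luciferase were exposed to compounds (up to 46 uM) for 4 hrs at 37C. Activity came from the overlap-corrected green/red luminescence ratio.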
PTAP TSG101 blk – blocks PTAP/TSG101 interaction to inhibit HIV-1 budding. Q99816. Fluorescence polarization, FITC-PTAP peptide / Tsg101 binding. Potency, µM (titrated, usually from 115 µM), without a hit: top-dose activity change, negative = inhibition, actives largely listed as inhibitors. 340,000 tested, under 10 active. AID 493005; active = well fitted inhibition curve with a large enough effect in the main read-out, with a control signal flat, not every such curve was filed as active; inconclusive = small, poorly fitted or top-dose-only effect, or effect the other way, or a change in a side signal; inactive = no such curve, though single readings can be large or run the other way; also: potency is read from the fitted curve at half-maximal effect; % of control where 0% means no effect
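Fluorescence anisotropy tracks displacement of a FITC-tagged PTAP peptide (50 nM) from the Tsg101 binding domain (10 uM), following a 20 min room-temperature incubation at pH 7.5.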
TSHR antagonist – antagonists of human thyroid stimulating hormone receptor; P16473; TSHR-expressing cells, TSH-stimulated cAMP HTRF, 2 h; active compounds read low; activity change, negative = inhibition, % at 11.5 µM; 330,000 compounds, 0.2% hits; AID 504810;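 active = activity change below a set negative limit, meaning inhibition stronger than a set level, cut at about -70% in these data; inconclusive = activity change between two set negative limits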; also: % is scaled to controls: 0 for no effect and ±100 for the full control effect
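Antagonism was scored as loss of TSH-driven cAMP in TSHR cells, stimulated with 4nM TSH (EC80) for 2 hours at 37 deg C and detected by homogeneous HTRF competition immunoassay.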
S-ASM inh – blocks human secretory acid sphingomyelinase. 340,000 compounds, 0.006% hits. placental ASM, HMU-PC fluorogenic substrate, 60 min. Potency, µM (top dose mostly 57.5 µM), for inactives: at the highest dose activity change, negative = inhibition, hits mostly inhibitors; also: potency is read from the fitted curve at half-maximal effect
Target sequence (P17405 47-631 limits assumed): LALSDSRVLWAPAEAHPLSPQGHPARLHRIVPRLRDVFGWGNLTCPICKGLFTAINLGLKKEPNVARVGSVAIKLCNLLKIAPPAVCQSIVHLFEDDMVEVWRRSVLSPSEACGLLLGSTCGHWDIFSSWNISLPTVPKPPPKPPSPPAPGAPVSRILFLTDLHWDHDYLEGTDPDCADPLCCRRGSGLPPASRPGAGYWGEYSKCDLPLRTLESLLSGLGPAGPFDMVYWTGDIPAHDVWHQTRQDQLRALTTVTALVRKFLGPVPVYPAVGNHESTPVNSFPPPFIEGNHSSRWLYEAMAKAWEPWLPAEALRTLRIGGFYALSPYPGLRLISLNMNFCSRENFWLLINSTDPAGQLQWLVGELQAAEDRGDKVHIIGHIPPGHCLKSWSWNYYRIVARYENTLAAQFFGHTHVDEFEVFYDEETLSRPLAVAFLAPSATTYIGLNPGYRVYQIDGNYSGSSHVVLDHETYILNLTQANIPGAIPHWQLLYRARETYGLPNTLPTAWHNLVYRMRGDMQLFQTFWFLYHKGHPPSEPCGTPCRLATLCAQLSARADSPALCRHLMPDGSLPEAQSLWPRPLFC
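HMU-PC0 cleavage (9 uM final) by human placental ASM, 60 min at 37 °C following 10 min compound exposure at RT; stopped at pH 10, fluorescence Ex 386/Em 447 nm.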
* = called active by the depositor; u = inconclusive; x = not tested or not shown; [ ] = remark or other dose. Unless noted, calls follow the shape of the dose curve; as a rule, active = well fitted curve in the direction sought with a large enough effect; inconclusive = small, poorly fitted or top-dose-only effect, or another doubt; inactive = no such curve, though single readings can be large; an effect the other way counts as inactive or inconclusive.

SMILES	Mito fusion yeast	TCR activator	Tb PFK block	ELG1 repair inh	A-T KAP1 phos	Eya2 phos inh	a7 integrin act	BCR signal inh	PTAP TSG101 blk	TSHR antagonist	S-ASM inh
CC(C)(C)NC(=O)COc1ccc(CNCc2ccccn2)cc1	0%	2%	-1%	10%	5%	3%	15%	1%	-9%	3	4%
CCOC(=O)CC1C(=O)NCCN1C(=O)c1ccc(Cl)c(Cl)c1 (configuration not stated)	0%	-1%	1%	6%	-7%	-1%	-21%	2%	-6%	-6	10%
Cc1ccccc1N(C(=O)c1snc(C(N)=O)c1N)C(C(=O)NC1CCCCC1)c1ccc(O)cc1 (configuration not stated)	3%	-4%	0%	u	4%	3%	-6%	-2%	0%	-43	x
Cn1c(NC(=O)c2ccccc2C(F)(F)F)cc(=O)n(C)c1=O	0%	3%	-4%	23%	-6%	-1%	-12%	2%	-3%	-1	4%
COc1ccc(-n2c(SCC(=O)Nc3cc(C)on3)nc3ccccc3c2=O)cc1Cl	-2%	-5%	5%	0%	4%	2%	-29%	u	1%	-4	-10%
CCOC(=O)Cn1ccc(NC(=O)c2ccc3c(c2)OCO3)n1	-11%	-10%	1%	10%	-2%	4%	-36%	u	-6%	-15	-3%
O=CN1N=C(c2ccccc2)CC1c1ccc(Cl)cc1 (configuration not stated)	7%	-1%	0%	6%	-1%	-6%	u	1%	-6%	-7	2%
CCOC(=O)C1CCCN(Cc2ccccc2OCC)C1 (configuration not stated)	-1%	-4%	-1%	8%	0%	-8%	0%	2%	-1%	-1	-2%
Cc1ccc(-n2nnnc2SCc2ccc(C(=O)O)cc2)cc1C	u	3%	2%	-9%	8%	15%	0%	5%	-1%	-10	5%
COc1cc(/C=C2/SC(N)=NC2=O)ccc1Oc1ccc([N+](=O)[O-])cc1[N+](=O)[O-]	-1%	0%[46.1 µM]	-25%	-1%	-2%	-7%	-7%	-6%	-2%	-13	0%
O=C(CN1CCN(S(=O)(=O)c2ccc(Br)cc2)CC1)N/N=C/c1ccco1	-11%	2%[46.1 µM]	1%	6%	7%	-3%	11%	-3%	-3%	-3	0%
Cn1ncc2c(O/N=C(\N)c3ccc(C(F)(F)F)cc3)ncnc21	-2%	3%	1%	u	-5%	-12%	-9%	u	-9%	-18	-5%
Cc1ccsc1C(=O)N1CCc2ccccc2C1	-1%	-9%	2%	u	1%	2%	12%	-2%	-5%	12	-3%
CC(C)NC(=O)CN1CCN(Cc2nc(-c3cccs3)no2)CC1	-3%	-8%	-6%	1%	-5%	2%	-3%	-3%	-4%	1	-4%
O=C(c1ccc(F)c(S(=O)(=O)N2CCOCC2)c1)N1CCN(c2ccc(F)cc2)CC1	4%	4%	4%	u	8%	-8%	-34%	-8%	0%	4	5%
Cc1ccc(C(=O)NC(=C(Cl)Cl)S(=O)(=O)c2ccc(C)cc2)cc1	1%	3%	7%	-9%	-1%	7%	-23%	u	0%	-9	x
O=C(O)CNc1ccc(S(=O)(=O)C(F)(F)F)cc1[N+](=O)[O-]	1%	0%	-3%	12%	-3%	-12%	35%	0%	-13%	1	10%
Cc1nc(-c2cccc(S(=O)(=O)N3CCCC(C)C3)c2)cs1 (configuration not stated)	8%	-35%	19%	9%	12%	-4%	12%	7%	-3%	-5	-6%
COc1ccc(/C=C/C(=O)NCC(=O)N/N=C(/CCC(=O)O)c2ccccc2)cc1	2%	-2%	18%	-1%	2%	-2%	-5%	2%	-5%	-2	-2%
Cc1cc(NC(=O)COC(=O)c2ccccc2Cl)no1	x	3%	2%	0%	2%	-17%	14%	1%	-3%	x	-3%
COc1ccc(CCNC(=O)CSc2nnc(-c3ccc(F)cc3)o2)cc1OC	-1%	x	2%	-18%	11%	0%	-10%	u	-14%	12	3%
COc1ccc(-c2ccccc2)cc1NCc1ccc(OC)c(OC)c1	25%	-6%[46.1 µM]	4%	3%	6%	-1%	-4%	-2%	-9%	-5	-1%
N#Cc1c(-c2ccc([N+](=O)[O-])cc2)nc2n(c1=O)CCS2	u	-1%	-9%	-9%	5%	10%	9%	2%	-5%	2	0%
CCN=C1S/C(=C\c2ccc(N3CCOCC3)cc2C)C(=O)N1CC	-2%	5%[46.1 µM]	0%	5.8µM*	-3%	3%	1%	0%	-7%	-1	3%
Cc1ccc(/C=C2\SC(=S)N(CCCC(=O)NNC(=O)c3ccccc3O)C2=O)cc1	-2%	-4%	2%	u	9%	16%	-17%	x	15%	-4	-3%
COc1ccc2c(c1)C(=O)C(=O)N2CC1COc2ccccc2O1 (configuration not stated)	1%	-1%	-29%	0%	6%	4%	32%	-17%	0%	1	-7%
Cc1cc(NC(=O)c2c(Br)c(C)nn2C)no1	3%	0%[46.1 µM]	-4%	-9%	30%	9%	8%	6%	3%	-2	1%
CCN(CC)S(=O)(=O)c1ccc(N2CCN(c3ccccc3OC)CC2)c(N)c1	2%	0%	0%	u	-6%	-22%	-10%	-2%	-1%	-2	-2%
CCc1ccc(/C=C/C(=O)c2cc(Br)ccc(=O)c2O)cc1	7%	2%	1%	-17%	0%	-2%	-52%[inhibitor]	11%	-8%	-87*	2%
Cc1cccc(C)c1OCCSc1n[nH]c(N)n1	0%	5%	-1%	7%	-2%	9%	7%	-1%	-6%	-30	2%
CC(C)c1nnc(NC(=O)C2CCN(c3nc4ccccc4s3)CC2)s1	17%	-13%	1%	0%	-4%	11%	4%	5%	2%	9	-11%
O=C1CN(C(=O)COC(=O)c2ccco2)c2ccccc2N1	0%	-6%	1%	19%	-18%	-2%	8%	8%	-2%	6	2%
Cc1ccc(S(=O)(=O)N/N=C/c2cccn2-c2ccc(Cl)cc2)cc1	-1%	-3%	3%	u	-2%	-21%	6%	2%	0%	10	18%
COc1ccc(CCNC(=O)C2CCN(S(=O)(=O)c3ccc(OC)c(OC)c3)CC2)cc1	3%	6%	7%	-8%	0%	21%	5%	-2%	0%	18	-3%
COc1ccc(Nc2ncc3c(n2)CC(c2ccc(C)cc2)CC3=O)cc1 (configuration not stated)	-4%	0%	-3%	u	2%	0%	1%[7.66 µM]	1%	-2%	16	-17%
O=c1[nH]c(=O)n([C@H]2C[C@H](O)[C@@H](CO)O2)cc1C(F)(F)F	-2%	1%	0%	u	4%	3%	x	u	2%	8	5%
O=C(Cn1c(=O)c2cccn2c2ccccc21)NCc1cccc(F)c1	-5%	1%	-2%	8%	-4%	-4%	-22%	u	-2%	10	-1%
COc1nc2ccc(C)cc2cc1-c1noc(-c2cccnc2)n1	3%	11%	-2%	-8%	4%	-3%	-8%	-2%	0%	-9	-1%
Cc1ccc(S(=O)(=O)NC(C)CCc2ccccc2)cc1 (configuration not stated)	8%	7%	4%	u	14%	-25%	16%	-5%	-7%	-6	-1%
CSCCC(NC(=O)c1ccccc1Cl)C(=O)N(C)CC(=O)Nc1ccc(N2CCOCC2)cc1 (configuration not stated)	1%	-2%	1%	7%	1%	8%	2%	-1%	-8%	1	-3%
Cc1c(C(=O)O)oc2c1C(=O)CC(C)(C)C2	4%	8%	-4%	8%	0%	0%	-19%	-2%	-7%	11	4%
CC1(C)CC(=O)C2=C(C1)OC(N)=C([N+](=O)[O-])C2c1ccc(F)cc1 (configuration not stated)	-3%	-2%	2%	-3%	-1%	-12%	26%	12%	-2%	-3	0%
Cc1ccc(Cl)c(NC(=O)CSc2cccc[n+]2[O-])c1Cl	x	-1%	1%	5%	4%	-3%	8%	-3%	-8%	-1	1%
O=C(NC1CC2CCC1C2)C1CCN(S(=O)(=O)c2ccc(-c3nn[nH]n3)cc2)CC1 (configuration not stated)	0%	2%	-4%	-3%	6%	-8%	8%	3%	-5%	9	0%

Source: PubChem BioAssay (National Center for Advancing Translational Sciences (NCATS))
